# Source: PubChem (National Center for Advancing Translational Sciences (NCATS))
# Pf growth 96h = inhibits malaria parasite growth, 96 h; hit rate 6.9% among 320,000; P. falciparum luciferase reporter growth, 96 h; AID 504834; Potency, µM (top dose mostly 28.7 µM), for inactives: at the top dose activity change, negative = inhibition, usual class: inhibitors; also: potency is read from the fitted curve at half-maximal effect; % is scaled to controls: 0 for no effect and ±100 for the full control effect
#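 Readout is luminescence from an integrated firefly luciferase in P. falciparum. Red cells, 2% hematocrit and 0.05% parasitemia final, were cultured with compound through two parasite generations (96 hours) at 37 C, 5% CO2.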
# Pf growth 48h = P. falciparum growth inhibition at 48 hours (one generation). Potency, µM (series often up to 28.7 µM), for the others: at the top dose activity change, negative = inhibition, actives largely listed as inhibitors. P. falciparum luciferase growth in erythrocytes, 48 h. hit rate 5.9% among 310,000; also: potency is read from the fitted curve at half-maximal effect; % is scaled to controls: 0 for no effect and ±100 for the full control effect
#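 In quantitative HTS format, infected erythrocytes bearing luciferase-reporter parasites were treated for a single generation at 37 C. Luminescence after adding detection reagent served as the growth measure.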
# LmPK inhibitor = LmPK (Leishmania mexicana) enzyme inhibition. Q27686. purified LmPK, Kinase-Glo ATP luminescence, 1 h. Potency, µM (top dose mostly 57.5 µM), for inactives: top-dose activity change, negative = inhibition, usual class: inhibitors. hit rate 0.37% among 290,000. AID 1721; also: potency is read from the fitted curve at half-maximal effect; % is scaled to controls: 0 for no effect and ±100 for the full control effect
# Target sequence (Q27686 whole entry, looked up): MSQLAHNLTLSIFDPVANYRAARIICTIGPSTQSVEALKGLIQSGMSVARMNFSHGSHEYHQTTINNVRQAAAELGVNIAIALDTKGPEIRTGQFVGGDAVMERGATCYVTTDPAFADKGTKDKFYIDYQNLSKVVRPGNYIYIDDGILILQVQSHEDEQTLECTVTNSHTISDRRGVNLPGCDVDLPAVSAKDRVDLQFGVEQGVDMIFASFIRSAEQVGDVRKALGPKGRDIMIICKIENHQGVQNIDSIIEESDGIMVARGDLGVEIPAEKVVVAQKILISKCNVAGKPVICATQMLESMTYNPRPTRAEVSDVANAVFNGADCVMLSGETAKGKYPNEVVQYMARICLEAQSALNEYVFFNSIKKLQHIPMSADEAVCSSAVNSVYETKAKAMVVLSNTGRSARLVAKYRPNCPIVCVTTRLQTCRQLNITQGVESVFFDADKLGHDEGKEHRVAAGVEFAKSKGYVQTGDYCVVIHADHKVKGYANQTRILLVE
#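 qHTS format; LmPK 0.1 nM; substrates PEP 0.5 mM and ADP 0.1 mM. One-hour room-temperature incubation, then coupled luciferase luminescence; 0.5 nM enzyme wells mark activation.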
# CHX counter = affects cycloheximide protein synthesis inhibition readout, counter-screen. cell reporter, cycloheximide protein synthesis inhibition counterscreen. max response, %. hit rate 12% among 300,000. AID 2314; in the data active = max response mostly above about 13%, no sharp cut-off; inactive = mostly below about 14%; also: read at 38.3 µM for the half of the compounds with a filed dose; 0% is about no effect
# AMA1 RON2 block = disrupts binding of P. falciparum AMA1 to RON2 | hit rate 0.2% among 360,000 | AID 720542 | AlphaScreen AMA1-biotinylated RON2 peptide binding | Potency, µM (series often up to 58.2 µM), for the others: top-dose activity change, negative = inhibition, hits mostly inhibitors;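 also: potency is read from the fitted curve at half-maximal effect; 0% = vehicle wells and -100% = peptide control; nearly all actives have a fitted effect of over 45% in size; some results filed as inactive show a strong effect at the top dose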
#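 AMA1 (3D7) with his tag at 25 nM final met compounds first, then biotinylated RON2 peptide at 25 nM; detection used donor plus acceptor beads, 10 µg/mL apiece, read by AlphaScreen after 30 min at room temperature.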
# Tb PYK inh = blocks Trypanosoma brucei pyruvate kinase. Q57TT1. TbPYK enzyme, Kinase-Glo Plus ATP luminescence, 45 min. Potency, µM (doses to about 76.8 µM), for inactives: at the top dose activity, negative = inhibition, most hits filed as inhibitors. hit rate 0.12% among 410,000; also: potency is read from the fitted curve at half-maximal effect; % is scaled to controls: 0 for no effect and ±100 for the full control effect; nearly all actives have a fitted effect of over 50% in size
#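 Screened from lowest to highest concentration, compounds were pinned into TbPYK/substrate mixtures, and ADP (130 uM final) was added. Plates sat at room temperature for 45 min prior to Kinase-Glo Plus detection by luminescence.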
# Shiga toxin inh = Shiga toxin inhibition | Vero cells, Shiga toxin protein synthesis inhibition reporter | hit rate 9.2% among 290,000 | inhibition, % at 38.7 µM | AID 2315; in the data active = inhibition mostly above about 28%, no sharp cut-off; inactive = mostly below about 43%; also: 0% is about no effect
# * = called active by the depositor; u = inconclusive; x = no result given; [ ] = remark or other dose. Unless noted, calls follow the shape of the dose curve; as a rule, active = well fitted curve in the direction sought with a large enough effect; inconclusive = small, poorly fitted or top-dose-only effect, or another doubt; inactive = no such curve, though single readings can be large; an effect the other way counts as inactive or inconclusive.
1) O=C(O)c1ccc(Nc2nc3ccccc3nc2NS(=O)(=O)c2ccc(F)cc2)cc1
2) COC(=O)c1ccc(C(=O)OC)c(NC(=O)CN(C)Cc2cccc(Cl)c2Cl)c1
3) NC(=O)c1cc(S(=O)(=O)NCc2ccc(F)cc2)cs1
4) COc1ccc(S(=O)(=O)N2CCOCC2)cc1C(=O)Nc1cc(C)on1
5) O=C(NNc1c([N+](=O)[O-])cc(C(F)(F)F)cc1[N+](=O)[O-])c1ccco1
6) CCc1nnc(NC(=O)C2CCC2)s1
7) CSc1nc(N2CCOCC2)c2ccccc2n1
8) NC(=S)N/N=C/c1ccc(C23CC4CC(CC(C4)C2)C3)cc1
assay / compound	1	2	3	4	5	6	7	8
Pf growth 96h	-19%	u	18%	u	2%	16%	-13%	u
Pf growth 48h	18%	0%	37%[activator]	-13%	-1%	3%	u	2.6µM*
LmPK inhibitor	1%	0%	-2%	-12%	-1%	3%	0%	-1%
CHX counter	-2	-5	5	-5	-7	-2	0	22*
AMA1 RON2 block	11%	21%	-2%	-6%	-12%	-15%	-12%	89%[activator]
Tb PYK inh	-10%	-4%	4%	-7%	u	2%	0%	4%
Shiga toxin inh	-1	-20	-5	2	-13	3	-2	79*

# Another view of some results above:
5: O=C(NNc1c([N+](=O)[O-])cc(C(F)(F)F)cc1[N+](=O)[O-])c1ccco1
  Pf growth 96h = 2% | Pf growth 48h = -1% | LmPK inhibitor = -1% | CHX counter = -7 | AMA1 RON2 block = -12% | Tb PYK inh = u | Shiga toxin inh = -13
6: CCc1nnc(NC(=O)C2CCC2)s1
  Pf growth 96h = 16% | Pf growth 48h = 3% | LmPK inhibitor = 3% | CHX counter = -2 | AMA1 RON2 block = -15% | Tb PYK inh = 2% | Shiga toxin inh = 3

# Continuation:
9) O=C(Nc1cccc(Br)c1)c1ccc(OC2CSC2)cc1
10) Cc1nc(Sc2cccn2C)c(C(F)(F)F)c(=O)[nH]1
11) O=C(O)c1oc2ccccc2c1CSc1ccccn1
12) Cc1cc(S(=O)(=O)N2CCN(c3ccccc3F)CC2)ccc1-n1cnnn1
13) CCN1CCCC1CNC(=O)C(=O)Nc1ccccc1OC (centres undefined)
14) O=C(N/N=C/c1ccc2c(c1)OCO2)c1cc(-c2ccncc2)nc2ccccc12
15) O=C(CSc1nnc(-c2ccccc2)n1-c1ccc(Cl)cc1)N/N=C/c1ccco1
16) O=C(CCCSc1nc2ccccc2c(=O)[nH]1)c1ccc(F)cc1
assay / compound	9	10	11	12	13	14	15	16
Pf growth 96h	u	17%	4%	12µM*	47%[activator]	u	-26%	-8%
Pf growth 48h	368%[activator]	x	0%	-14%	14%	u	-13%	-16%
LmPK inhibitor	-13%	8%	8%	1%	-5%	3%	4%	7%
CHX counter	43*	-3	-3	-4	-1	-1	1	-1
AMA1 RON2 block	x	1%	-13%	9%	10%	0%	0%	-5%
Tb PYK inh	x	4%	3%	-4%	4%	-14%	8%	-2%
Shiga toxin inh	147*	-8	-5	3	-3	16	3	-7

17) COc1ccccc1OCC(=O)Nc1ccc(S(=O)(=O)Nc2nccs2)cc1
18) CSc1ccc(NC(=O)N2CCC(C(=O)c3ccc(F)cc3)CC2)cc1
19) COc1ccc2[nH]cc(CCNC(=O)Cc3ccc(Cl)cc3)c2c1
20) CC(=O)Nc1nc(SCCCc2ccccc2)n[nH]1
21) O=C(Nc1cc(C(F)(F)F)ccc1N1CCOCC1)c1ccc[n+]([O-])c1
22) Cc1occc1-c1nnc(SCC(=O)Nc2ccc3c(c2)OCO3)n1CC1CCCO1 (centres undefined)
23) COc1ccccc1C(=O)COC(=O)CNS(=O)(=O)c1ccc(C)cc1
24) CCC(=O)c1ccc(OCC(=O)OCC(=O)c2cc(C)n(C3CC3)c2C)cc1
assay / compound	17	18	19	20	21	22	23	24
Pf growth 96h	1%	29%	-4%	-2%	x	-67%	23%	22%
Pf growth 48h	5%	-8%	-18%[0.00184 µM]	11%	4%	-5%	6%	0%
LmPK inhibitor	-3%	-4%	2%	-6%	2%	0%	7%	x
CHX counter	-4	13	-6	-5	-3	1	2	x
AMA1 RON2 block	-10%	-17%	-3%	0%	-5%	0%	1%	-23%
Tb PYK inh	7%	0%	-15%	-2%	-5%	2%	0%	-1%
Shiga toxin inh	-4	24	-3	-13	-18	-18	-3	x

25) Cc1cccc(CCN(CC(=O)NC(C)(C)C)C(=O)c2csnn2)c1
26) CSc1ccc(CNC2CN3CCC2CC3)cc1 (centres undefined)
27) CCOc1cc(-c2noc(-c3cccnc3)n2)ccc1OC
28) CC12CCC(=O)N1C(C(=O)Nc1nnc(SCc3ccccc3)s1)CS2 (centres undefined)
29) CCOc1ccc(Cc2nc(-c3nonc3N)no2)cc1OCC
30) O=C(NC1CCCCC1)c1noc2c1CCCCC2
31) COCCn1c(SCC(=O)Nc2nnc(C)s2)nnc1-c1ccco1
32) COCCNC(=O)C(c1ccc(C)o1)N(C(=O)C(=O)NC1CCCCC1)c1ccc(F)cc1 (centres undefined)
assay / compound	25	26	27	28	29	30	31	32
Pf growth 96h	10%	1.7µM*	x	-28%	1.5µM*	61%[activator]	13%	-14%
Pf growth 48h	2%	3%	10%	-12%	-9%	125%[activator]	-1%	-18%
LmPK inhibitor	-15%	1%	-1%	x	-4%	-14%	-3%	3%
CHX counter	-3	-2	1	x	2	39*	0	-2
AMA1 RON2 block	-7%	-3%	-5%	4%	7%	2%	13%	-9%
Tb PYK inh	-15%	2%	5%	1%	-4%	1%	-5%	-7%
Shiga toxin inh	-28	16	-8	x	19	72*	2	-17

# Of the compounds above, these contain a Cl atom.
2) COC(=O)c1ccc(C(=O)OC)c(NC(=O)CN(C)Cc2cccc(Cl)c2Cl)c1
15) O=C(CSc1nnc(-c2ccccc2)n1-c1ccc(Cl)cc1)N/N=C/c1ccco1
19) COc1ccc2[nH]cc(CCNC(=O)Cc3ccc(Cl)cc3)c2c1
assay / compound	2	15	19
Pf growth 96h	u	-26%	-4%
Pf growth 48h	0%	-13%	-18%[0.00184 µM]
LmPK inhibitor	0%	4%	2%
CHX counter	-5	1	-6
AMA1 RON2 block	21%	0%	-3%
Tb PYK inh	-4%	8%	-15%
Shiga toxin inh	-20	3	-3

# The list goes on:
33) Cc1cc(NS(=O)(=O)c2ccc(NC(=O)/C=C/c3ccccc3Cl)cc2)no1
34) Cn1c(CCNC(=O)OC(C)(C)C)n[nH]c1=S
35) CC(C)NC(=O)Cn1c(=O)cnc2ccccc21
36) CCCn1nnnc1-c1cc(Cl)cc(Cl)c1
37) O=C1Nc2ccccc2C(=O)C1(Cl)Cc1ccccc1 (centres undefined)
38) CN(Cc1cccc(F)c1)C(=O)c1cccc(S(=O)(=O)N2CCN(Cc3ccccc3)CC2)c1
39) CCCCOc1ccc(S(=O)(=O)Nc2ccc(NC(C)=O)cc2)cc1
40) CC1(C)Cc2c(sc3nc(-c4ccccc4)n(N)c(=O)c23)CO1
assay / compound	33	34	35	36	37	38	39	40
Pf growth 96h	48%[activator]	u	33%[activator]	30%[activator]	15%	6%	u	u
Pf growth 48h	-11%	x	6%	23%	3%	-5%	18%	52%[activator]
LmPK inhibitor	6%	-2%	-4%	2%	-1%	1%	7%	4%
CHX counter	-2	-3	-2	-4	-1	-3	-1	11
AMA1 RON2 block	12%	33%[activator]	3%[2.32 µM]	-2%	2%	-11%	9%	45%[activator]
Tb PYK inh	-12%	u	-2%	4%	4.5µM*	-10%	-9%	0%
Shiga toxin inh	-4	2	-6	-17	17	-5	1	46

41) CN(CC(=O)Nc1ccc(F)cc1)C(=O)COC(=O)CSc1ccc(F)cc1
42) COC(=O)CSc1nnc(-c2ccc(S(=O)(=O)N3CCCC3)cc2)n1C
43) CCCS(=O)(=O)N1CCCC(C(=O)NCCN2CCC(Cc3ccccc3)CC2)C1 (centres undefined)
44) FC(F)(F)c1ccccc1NC(=S)N1CCc2ccccc2C1
45) Cc1ccc(C2NC(=O)NC3=C2CCc2ccccc23)cc1 (centres undefined)
46) COc1ccc(CCC(=O)N2CCN(S(=O)(=O)c3cccc(Cl)c3)CC2)cc1
47) O=C(Cc1ccccc1)N1CCC(c2nc(-c3ccc(F)cc3)no2)CC1
48) Cc1cccc(N=C2NC(=O)/C(=C/c3cccn3C)S2)c1C
assay / compound	41	42	43	44	45	46	47	48
Pf growth 96h	29%	5%	u	x	4%	u	2%	-29%
Pf growth 48h	13%	9%	u	-4%	117%[activator]	u	44%	-29%
LmPK inhibitor	x	4%	1%	1%	-3%	x	8%	-2%
CHX counter	x	-3	-6	-1	57*	x	1	3
AMA1 RON2 block	14%	9%	4%	24%	2%	-4%	-1%	-5%
Tb PYK inh	7%	2%	0%	5%	2%	5%	-2%	-2%
Shiga toxin inh	x	-27	13	22	71*	x	-8	14

49) CCOC(=O)N1CCC(NS(=O)(=O)c2cc(Br)cnc2N)CC1
50) Cc1ccc(NCCC(=O)c2ccccc2)cc1Cl
51) CSc1ncccc1C(=O)OCC(=O)c1ccccc1
52) Cc1ccc(NC(=O)CN(C)S(=O)(=O)c2cccc3nsnc23)cc1
53) O=C(NCCc1ccccn1)C1CCN(S(=O)(=O)c2ccc3ccccc3c2)CC1
54) Cc1ccc(C(=O)OCc2cc(=O)n3c(C)csc3n2)s1
55) CSc1nc2sc(-c3ccccc3)cc2c(=O)n1N
56) Cc1ccc(S(=O)(=O)NCC(=O)N(c2ccccc2)C(C(=O)NCc2ccccc2)c2ccco2)cc1 (centres undefined)
assay / compound	49	50	51	52	53	54	55	56
Pf growth 96h	u	-14%	41%[activator]	38%[activator]	3%	-9%	354%[activator]	13µM*
Pf growth 48h	0%	10%	-15%	-1%	-7%	-9%	99%[activator]	-15%
LmPK inhibitor	0%	2%	-20%	-1%	1%	x	u	2%
CHX counter	-2	15*	14	0	-6	x	22*	0
AMA1 RON2 block	-5%	-4%	15%	6%	2%	u	-1%	-22%
Tb PYK inh	0%	-2%	-8%	-9%	-3%	-4%	-13%	-3%
Shiga toxin inh	-10	43*	11	-5	23	x	48	-8

57) COc1ccc(Cl)cc1NC(=O)COC(=O)CCc1cc(OC)c(OC)c(OC)c1
58) O=C(Nc1nnc(-c2ccc(Cl)cc2)o1)c1cccc(N2C(=O)CCC2=O)c1
59) CCN(C(=S)NCc1ccccc1)c1ccccc1
60) O=C(c1cccc(-c2ccc(O)cc2)c1)N1CCOCC1
61) CCOc1ccc(CN(C)CC(O)COC(c2ccc(OC)cc2)c2ccc(OC)cc2)cc1 (centres undefined)
62) O=[N+]([O-])c1cc(C(F)(F)F)cc([N+](=O)[O-])c1N1CCCNCC1
63) Cc1cc(C)cc(N=C2NC(=O)/C(=C/c3cccs3)S2)c1
64) CC(O)(CS(=O)(=O)c1ccccc1)C(=O)Nc1cccc(C(F)(F)F)c1 (centres undefined)
65) CCOC(=O)N1CCN(C(=O)c2c(-c3ccccc3)noc2C)CC1
assay / compound	57	58	59	60	61	62	63	64	65
Pf growth 96h	22%	1%	u	115%	10µM*	u	u	u	u
Pf growth 48h	-2%	-15%	u	x	10µM*	u	22%	1%	6%
LmPK inhibitor	0%	-5%	6%	7%	0%	3%	-2%	-4%	-6%
CHX counter	-10	1	-3	13*	-3	-4	-1	-2	-1
AMA1 RON2 block	0%	48%[activator]	18%	-9%	u	-2%	26%	-2%	3%
Tb PYK inh	5%	-4%	-12%	1%	1%	-10%	-5%	1%	2%
Shiga toxin inh	-5	7	10	22	19	5	4	-12	9
